# Mtb RmlCD inh: M. tuberculosis RmlC/RmlD coupled enzyme inhibitors, primary screen, biochemical, compound mixtures, 384-well, from 1536-well plates; inhibition, % at 3.6 µM; RmlC+RmlD coupled enzyme assay, percent inhibition; primary screen in compound mixtures; actives 0.03% (n = 160,000); in the data active = inhibition mostly above about 34%, no sharp cut-off; note: some results filed as inactive read as strong as hits
# Target sequence (P9WH09 whole entry, looked up): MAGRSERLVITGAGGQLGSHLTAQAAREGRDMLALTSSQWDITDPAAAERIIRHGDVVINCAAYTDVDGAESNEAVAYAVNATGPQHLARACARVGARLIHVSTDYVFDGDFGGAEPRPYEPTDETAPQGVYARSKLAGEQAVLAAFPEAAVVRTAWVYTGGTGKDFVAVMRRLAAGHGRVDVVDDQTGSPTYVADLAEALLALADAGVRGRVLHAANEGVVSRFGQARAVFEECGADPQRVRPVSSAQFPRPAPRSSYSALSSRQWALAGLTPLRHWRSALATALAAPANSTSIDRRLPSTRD
# Target sequence (P9WH11 whole entry, looked up): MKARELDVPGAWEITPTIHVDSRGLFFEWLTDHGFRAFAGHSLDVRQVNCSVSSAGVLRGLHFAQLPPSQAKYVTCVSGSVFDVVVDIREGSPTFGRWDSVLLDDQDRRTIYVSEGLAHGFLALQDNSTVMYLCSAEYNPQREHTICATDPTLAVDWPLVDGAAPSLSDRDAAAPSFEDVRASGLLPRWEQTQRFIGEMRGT
# M. tuberculosis GlmU: inhibition of mycobacterial GlmU enzyme – biochemical, glucosamine-1-phosphate acetyltransferase (AID 1376). M. tuberculosis GlmU acetyltransferase enzyme assay; higher % means a stronger effect. inhibition, %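 (tested at 30 µM in the primary screen)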, or IC50 in µM where a hit was titrated. Bifunctional protein GlmU (Mycobacterium tuberculosis (strain ATCC 25618 / H37Rv)). actives 0.25% (n = 220,000); in the data active = inhibition above about 13%;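 note: 0% = complete reaction with vehicle and 100% = reaction without substrate; strong numbers were not always called active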
# Starred values were filed as active, the others as inactive; nt = no result given. This is a subset; rates above refer to the full screens.
SMILES,Mtb RmlCD inh,M. tuberculosis GlmU
Cc1ccc(NC(=O)CCSc2ccccn2)cc1,15,-7.3%
Cc1nn(S(=O)(=O)c2ccc([N+](=O)[O-])cc2)c(C)c1Sc1ccccc1,nt,5.8%
Cn1c(/C(C#N)=C/c2ccc(O)cc2)nc2ccccc21,0,4.9%
O=C(NNC(=O)c1cccs1)Nc1cccc(Cl)c1,-10,nt
CC(C)(C)c1nc(Sc2ccc([N+](=O)[O-])cn2)n[nH]1,-12,7.3%
CC1CN(C(c2ccco2)c2sc3ncnn3c2O)CC(C)O1 (configuration not stated),8,3.5%
Cc1cccc(NS(=O)(=O)c2cccc3nonc23)c1,-2,4.0%
CC(Oc1ccccc1)C(=O)NCc1cccnc1 (configuration not stated),2,3.9%
COC(=O)C1=C(c2cc3ccccc3o2)C[C@@H]2CC[C@H]1N2C(=O)NCc1ccco1,nt,2.5%
O=C(NCCO)Nc1ccc(Cl)cc1,3,5.9%
Cc1ccc(S(=O)(=O)NNC(=O)c2csnn2)cc1,19,2.6%
CCOC(=O)N1CCC(N2CCN(S(=O)(=O)c3ccc([N+](=O)[O-])cc3)CC2)CC1,-1,-0.1%
N#Cc1nc(COc2ccc(F)cc2)oc1N1CCCC1,nt,6.0%
CC(C)(C)OC(=O)N/N=C/c1cc(N=Nc2ccccc2)ccc1O,6,0.2%
Cc1cccc(C(C)C)c1NC(=O)c1cccnc1,-6,-5.9%
COc1ccc(-c2cn3cccnc3n2)cc1NC(=O)c1cc(OC)c(OC)c(OC)c1,10,-4.9%
O=C(CSc1nnc(-c2cccs2)o1)N1CCOCC1,2,2.8%
O=C(NCc1nc(-c2ccccc2)no1)c1ccc2c(c1)OCO2,30,-7.4%
CC(C)c1nnc(SCC(=O)NCc2ccc3c(c2)OCO3)n1C,nt,-2.9%
COc1ccc(NCC(=O)Nc2ccccc2C#N)cc1Cl,2,17%*
CCCc1c(O)c2ccccc2n(-c2ccccc2)c1=O,nt,-2.9%
Cc1ccc(CN2CCN(Cc3ccccc3)CC2)cc1,2,-2.0%
Cc1cc(N2CCOCC2)c(F)cc1C(=O)c1ccccc1,nt,1.3%
COC(=O)c1sccc1NC(=O)CC1C(=O)NCCN1C(=O)Nc1cc(Cl)ccc1OC (configuration not stated),8,-2.7%
CCC(C)(C)NC(=O)CN(C(=O)c1snc(C(N)=O)c1N)c1ccc(OC)c(OC)c1,nt,-2.6%
COc1ccccc1NC(=O)CSc1nnc(CNC(=O)COc2ccc(Cl)cc2)o1,11,1.9%
CCNC(=O)COC(=O)COc1ccc(Cl)cc1C,0,0.9%
COc1ccc(CN2CCNC(=O)C2CC(=O)N(C)Cc2ccon2)cc1OC (configuration not stated),10,0.9%
C=CCn1ncc(OC)c(Cl)c1=O,-3,-2.1%
OCCNc1nc(Cl)nc(NCc2ccco2)n1,-4,6.8%
COc1cc(C(=O)OCC(=O)Nc2ccc(C(C)=O)cc2)ccc1OCC(=O)N1CCOCC1,-9,8.4%
O=[N+]([O-])c1cccc2cn[nH]c12,nt,7.7%
CC1(OC(=O)c2cccs2)C(=O)C=C2C=C(c3ccc(C#N)cc3)OC=C2C1=O (configuration not stated),nt,4.7%
CC(=O)Nc1ccc(S(=O)(=O)Nc2ncccn2)cc1,7,-1.1%
Cc1ccc2c(CC(=O)NNC(=O)c3ccccc3)coc2c1,-11,0.1%
COCCn1nnnc1C(c1cccs1)N1CCN2CCCC2C1 (configuration not stated),-8,12%
Cc1[nH]c(=O)[nH]c(=O)c1NS(=O)(=O)c1ccc2c(c1)CCCC2,7,3.0%
COCCN1CC(O)=C(c2nc3ccccc3c(=O)[nH]2)C1=N,8,1.4%
CN(CCO)c1nc(N)c2c(N)nc3c(c2c1C#N)CC(=O)N3Cc1cccs1,nt,-1.2%
COc1ccccc1NC(=S)NC(=O)c1ccc(Cn2cc(Br)cn2)cc1,nt,1.1%
CCn1nc(C(=O)Nc2nc3ccc(C)cc3s2)c2ccccc2c1=O,-9,-0.7%
COc1cc(CNCCNCC(C)O)ccc1OCc1ccc(Cl)nc1 (configuration not stated),8,2.8%
CCN(CC)C(=O)C1CCCN(C/C=C/c2ccccc2)C1 (configuration not stated),56,2.1%
O=C(O)c1ccc(CN2CCCCC2)o1,-1,3.0%
Cc1cc(C)nc(SCC(=O)Oc2ccc3oc(=O)cc(C)c3c2)n1,-8,0.8%
O=C(CSc1nnc(-c2cccnc2)n1-c1ccc(F)cc1)NCc1ccc2c(c1)OCO2,nt,0.8%
COc1cc(SC)ccc1C(=O)Nc1nc(C)cs1,4,0.8%
CCc1[nH]c(=S)c(C#N)c(-c2ccccc2)c1C(=O)OC,7,4.9%
Cc1nc(-c2ccc(S(=O)(=O)Nc3cccc(S(N)(=O)=O)c3)s2)cs1,-8,5.2%
CCN(CC)c1ccc(NC(=O)CCNC(=O)c2ccco2)cc1,-5,2.5%
O=C(c1cc2cc(Br)ccc2oc1=O)N1CCN(c2ccccn2)CC1,nt,-0.4%
O=C(COC(=O)c1ccc([N+](=O)[O-])s1)Nc1ccc(Cl)cn1,nt,2.1%
C=CCn1c(C)cc(C(=O)CSc2nc3ccccc3[nH]2)c1C,-5,0.3%
CCc1cc(C(=O)NNC(=S)Nc2ccccc2C)cs1,nt,6.0%
Cc1ccc(-c2cc(C(=O)N/N=C/c3c(C)nn(C)c3C)c3ccccc3n2)c(C)c1,-3,2.4%
CC1CCCC(NC(=O)COC(=O)CCc2ccccc2)C1C (configuration not stated),-8,-5.8%
CS(=O)(=O)N(CC(=O)NCc1ccccc1Cl)c1cccc([N+](=O)[O-])c1,-11,4.7%
CC(=NCCc1ccccc1)C1=C(O)CSC1=O,34,-6.8%
Cc1cnc(C(=O)OCC(=O)N2c3ccccc3NC(=O)C2(C)C)cn1,5,5.0%
COc1cccc(OC)c1C(=O)N1CCN(c2c(Cc3ccccc3)c(C)nc3ncnn23)CC1,6,3.5%
# Continued.
SMILES,Mtb RmlCD inh,M. tuberculosis GlmU
O=C(CSc1ncnc2c1nnn2Cc1ccccc1F)N1CCN(c2ccccc2)CC1,-6,3.3%
CCOC(=O)N1CCC(NC(=O)c2ccc3nc(N4CCOCC4)sc3c2)CC1,nt,-1.9%
O=C(CCN1C(=O)c2cccc3cccc(c23)C1=O)N1CCOCC1,12,nt
COc1ccc(-c2cc3ccccc3n2CC(O)CNCCO)cc1 (configuration not stated),nt,-9.4%
COc1ccc(-c2cc(C(=O)O)c3c(C)nn(-c4ccccn4)c3n2)cc1,nt,-3.7%
Cc1ccc(OCC(=O)N2CCN(C(=O)c3cccs3)CC2)cc1,2,5.4%
CN1CCN(S(=O)(=O)c2cc([N+](=O)[O-])ccc2Cl)CC1,2,-3.1%
CCOC(=O)Cn1c(=NC(=O)C(C)(C)C)sc2cc([N+](=O)[O-])ccc21,1,3.5%
Cn1c(SCC(=O)Nc2ccc3c(c2)OCCO3)nnc1-c1ccco1,2,-2.1%
CC1CCCCC1NC(=O)CSc1nncs1 (configuration not stated),1,-1.5%
FC(F)(F)c1cccc(NC(=S)NCCN2CCOCC2)c1,-9,-8.2%
CCOc1ccc(Oc2c(/C=N/NC(=O)C3CC3)c(C)nn2-c2ccccc2)cc1,nt,-2.0%
COC(=O)c1cc(N=CC2=C(O)CC(C)(C)CC2=O)cc(C(=O)OC)c1,-10,6.1%
CCCNC(=O)Cn1cnc2sc(C(=O)N3CCN(CCC)CC3)c(C)c2c1=O,-11,7.2%
O=C(Cc1ccc(Nc2nc3ccc(Br)cc3[nH]2)cc1)NCCc1cccs1,-7,-2.8%
CCCCc1nc2sc3c(=O)[nH]cnc3c2c2c1CCCC2,-7,4.3%
S=C(Nc1ccccc1Cl)N1CCN(Cc2ccccc2)CC1,-8,2.9%
C=CC1CN2CCC1CC2C(OC(C)=O)c1ccnc2ccc(OC)cc12 (configuration not stated),-8,0.3%
CCOc1ccccc1OCCOc1ccccc1CC,-8,0.0%
O=C(Cn1ccc([N+](=O)[O-])n1)c1ccccc1,24,8.9%
C=C(C)Cn1c(CNC(C)=O)nc2ccccc21,nt,4.1%
CC(C)N(C(=O)CSc1nnnn1C1CCCC1)C(C)C,-1,0.5%
COc1ccccc1NC(=O)COC(=O)Cc1ccc(S(=O)(=O)N2CCCCC2)s1,-5,-3.7%
CC1(CCC#N)N=C(SCCC#N)N(c2ccccc2)C1=O (configuration not stated),nt,-1.5%
O=C(CNC(=O)c1ccc(Br)cc1)NCC(=O)OCC(=O)c1ccc([N+](=O)[O-])cc1,nt,2.4%
Cc1cc(=O)oc2cc(OCCSCCN3CCCCC3)ccc12,-2,-4.8%
O=C(c1ccccc1SCc1ccccc1)N1CCOCC1,-15,1.9%
O=C(COC(=O)CCC(=O)c1cccs1)NCc1ccc(Cl)cc1,nt,1.6%
COc1ccc(C(=O)c2sc3nc(-c4ccccc4)ccc3c2N)cc1OC,86,-0.7%
Cc1c(C(=O)Nc2ccc3c4c(cccc24)CC3)cccc1[N+](=O)[O-],nt,-0.9%
O=C(O)CCNS(=O)(=O)c1ccc(Oc2ccccc2Cl)cc1,-2,-2.1%
COc1cc2cc(CN(CCO)C(=O)c3cccs3)c(=O)[nH]c2cc1OC,nt,-2.2%
COC(=O)C1OC2(OC1C(=O)OC)c1ccccc1-c1ccccc12 (configuration not stated),6,-4.8%
O=c1[nH]c(=S)n(Cc2ccc(F)cc2)c(O)c1C=NCC1CCCO1 (configuration not stated),1,2.1%
Cc1cc(=O)oc(C)c1C(=O)Nc1ccc(Cl)cn1,nt,2.5%
CCOc1ccccc1N1C(=O)c2cccnc2C1=O,4,-3.1%
COc1ccc2c(CCN)c[nH]c2c1,nt,-3.8%
S=C(Nc1ccccc1Cl)NC1CC2CCCC(C1)N2C1CC1 (configuration not stated),-7,0.6%
c1ccc(-c2cc(-c3ccccc3)n3ncnc3n2)cc1,4,-11%
CC(C)=Cc1c(O)nc2ccccn2c1=O,9,-3.3%
COc1ccc(CNC(=S)Nc2ccc3nc(N4CCOCC4)cc(C)c3c2)cc1,3,7.7%
COc1cc(NC(=O)C2CCCCC2)c(OC)cc1NC(=O)CCC(=O)NCc1ccco1,nt,0.1%
CC(C)(C)NC(=S)NNC(=O)c1ccncc1,nt,1.7%
CCC(OC(=O)c1nsc(Cl)c1Cl)C(=O)NCc1cccs1 (configuration not stated),-6,-1.5%
C(=N\Nc1nn2cnnc2c2ccccc12)/c1ccco1,-5,0.2%
O=C(/C=C/c1ccccc1)NC(N1CCOCC1)C(Cl)(Cl)Cl (configuration not stated),nt,3.4%
O=C(CSc1nnc2n(C3CCCC3)c(=O)c3ccccc3n12)N1CCCCCC1,nt,-0.1%
Cc1nc(C/C(=N\Nc2ccccc2)c2ccc(O)cc2O)cs1,6,0.3%

# Sorted by length of the SMILES (highest first): part of the list above.
SMILES,Mtb RmlCD inh,M. tuberculosis GlmU
COc1cc(NC(=O)C2CCCCC2)c(OC)cc1NC(=O)CCC(=O)NCc1ccco1,nt,0.1%
O=C(CSc1nnc2n(C3CCCC3)c(=O)c3ccccc3n12)N1CCCCCC1,nt,-0.1%
O=C(/C=C/c1ccccc1)NC(N1CCOCC1)C(Cl)(Cl)Cl (configuration not stated),nt,3.4%

# (further entries)
SMILES,Mtb RmlCD inh,M. tuberculosis GlmU
C/C(=N\NC(=O)c1ccc(NS(=O)(=O)c2cccs2)cc1)c1cccs1,-15,4.3%
CC12CS(=O)(=O)CC1SC(=S)N2Cc1ccccc1 (configuration not stated),-10,-3.0%
O=C1CC(N2CCSCC2)C(=O)N1c1cccc(Cl)c1 (configuration not stated),-7,-1.4%
O=C(CCn1nnc2ccccc2c1=O)NCC1CCC(C(=O)O)CC1 (configuration not stated),-8,1.4%
COc1cc(OC)nc(NC(=O)CSc2nc3ccccc3o2)n1,-7,6.8%
COc1cc(OC)cc(C(=O)N[C@H](C(=O)OCn2nnc3ccccc3c2=O)C(C)C)c1,5,-1.6%
CCOc1ccc(S(=O)(=O)Nc2nc3ccc(OC)cc3s2)cc1,nt,0.5%
Nc1nc(N)nc(COc2ccccc2)n1,nt,-1.5%
CCN(CC(=O)Nc1sc2c(c1C#N)CCC(C)C2)CC(=O)NC1CCS(=O)(=O)C1 (configuration not stated),2,1.9%
CCN(CC)c1ccc(S(=O)(=O)N2CCOCC2)cc1NC(=O)c1cc(=O)c2ccccc2o1,20,4.7%
CCCNC(=S)N1CCC(C(=O)c2ccc3c(c2)OCCO3)CC1,-8,-1.8%
O=C(/C=C/c1ccc(Cl)cc1)Nn1c(-c2cccs2)nc2ccccc2c1=O,nt,-3.3%
CC(=O)Nc1ccc(S(=O)(=O)N[C@@H](C)C(=O)OCc2cc([N+](=O)[O-])cc3c2OCOC3)cc1,nt,-2.2%

# Filtered by structure: those above with two or more sulfur atoms (13)
SMILES,Mtb RmlCD inh,M. tuberculosis GlmU
Cc1nn(S(=O)(=O)c2ccc([N+](=O)[O-])cc2)c(C)c1Sc1ccccc1,nt,5.8%
Cc1ccc(S(=O)(=O)NNC(=O)c2csnn2)cc1,19,2.6%
O=C(CSc1nnc(-c2cccs2)o1)N1CCOCC1,2,2.8%
COc1cc(SC)ccc1C(=O)Nc1nc(C)cs1,4,0.8%
Cc1nc(-c2ccc(S(=O)(=O)Nc3cccc(S(N)(=O)=O)c3)s2)cs1,-8,5.2%
CCc1cc(C(=O)NNC(=S)Nc2ccccc2C)cs1,nt,6.0%
CC1CCCCC1NC(=O)CSc1nncs1 (configuration not stated),1,-1.5%
COc1ccccc1NC(=O)COC(=O)Cc1ccc(S(=O)(=O)N2CCCCC2)s1,-5,-3.7%
CCC(OC(=O)c1nsc(Cl)c1Cl)C(=O)NCc1cccs1 (configuration not stated),-6,-1.5%
C/C(=N\NC(=O)c1ccc(NS(=O)(=O)c2cccs2)cc1)c1cccs1,-15,4.3%
CC12CS(=O)(=O)CC1SC(=S)N2Cc1ccccc1 (configuration not stated),-10,-3.0%
CCOc1ccc(S(=O)(=O)Nc2nc3ccc(OC)cc3s2)cc1,nt,0.5%
CCN(CC(=O)Nc1sc2c(c1C#N)CCC(C)C2)CC(=O)NC1CCS(=O)(=O)C1 (configuration not stated),2,1.9%
